MEKK2wt PB1 HTS: raises or lowers MEK5 binding to wildtype human MEKK2 PB1 domain | 290,000 compounds, 1.1% hits | AID 1531 | bead flow cytometry, Alexa488-MEK5 binding to MEKK2 WT; actives lie on both sides | Q9Y2U5 | binding response (% of control), % at 10 µM; in the data active = binding response below about 67% or above about 130%
MEKK3 PB1 HTS: modulators (inhibitors or enhancers) of MEK5 binding to human MEKK3 PB1 domain. Q99759. bead-based flow cytometry, Alexa488-MEK5 binding to MEKK3; actives lie on both sides; 0 = blocked by unlabeled MEK5, 100 = vehicle. binding response (% of control), % at 10 µM. 290,000 compounds, 1.4% hits. AID 1529;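 active = binding response more than 3 SD above or below the average of its plate-row segment, actives on both sides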;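 note: Alexa488 bead fluorescence after subtracting the streptavidin-only scavenger bead signal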
NALP1 yeast inh: NALP1 inhibition; AID 2071; 280,000 compounds, 0.61% hits; inhibition, % at 10 µM; S. cerevisiae NALP1/ASC/caspase-1 growth, X-gal OD620, 72 h; in the data active = inhibition mostly above about 24%, no sharp cut-off; inactive = mostly below about 32%; note: some compounds called inactive have numbers as strong as hits
MEKK2 mut-MEK5: signal of MEK5 binding to mutant human MEKK2 PB1 domain; bead flow cytometry, Alexa488-MEK5 binding to MEKK2 mutant; percent response, % at 10 µM; 290,000 compounds, 0.35% hits; AID 1530; in the data active = percent response above about 24%, passing the limit was not always enough; note: inactives centre near 1; some results filed as inactive read as strong as hits; reference of the scale not given here
GalR3 antag: blocks the human galanin receptor 3. O60755. inhibition, % at 3 µM. HEK293 GalR3-CNG cAMP membrane potential fluorescence; galR3 body fused to GalR1 C-terminus. 360,000 compounds, 0.44% hits;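 active = inhibition above the screen-wide average plus 3 SD, cut at about 13% in these data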;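 note: forskolin and galanin both at EC90 stimulate the cells; cAMP rise reported by CNG channel membrane potential dye signal; 0% = forskolin plus galanin with DMSO and 100% = forskolin alone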
GPR7 antag: antagonists of human GPR7 (neuropeptides B/W receptor 1); GPR7-expressing cells, fluorescence antagonist assay; P48145; AID 1861; inhibition, % at 4.4 µM; 290,000 compounds, 1.1% hits; in the data active = inhibition above about 16%, passing the limit was not always enough;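 note: cells stimulated with the agonist NPW; 0% = agonist with vehicle and 100% = vehicle without agonist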
OXTR agonist: activates the human oxytocin receptor | activation, % at 3 µM | P30559 | CHO-OTR cells, Fluo-8 calcium fluorescence; normalized: DMSO 0%, oxytocin 100% | 320,000 compounds, 0.32% hits;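 active = activation above the mean of all tested compounds plus 3 SD, cutoff set per screening run, cut at about 20% in these data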;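 note: peak over basal fluorescence ratio from a 100 s FLIPR kinetic read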
Target sequence (P30559 whole entry, looked up): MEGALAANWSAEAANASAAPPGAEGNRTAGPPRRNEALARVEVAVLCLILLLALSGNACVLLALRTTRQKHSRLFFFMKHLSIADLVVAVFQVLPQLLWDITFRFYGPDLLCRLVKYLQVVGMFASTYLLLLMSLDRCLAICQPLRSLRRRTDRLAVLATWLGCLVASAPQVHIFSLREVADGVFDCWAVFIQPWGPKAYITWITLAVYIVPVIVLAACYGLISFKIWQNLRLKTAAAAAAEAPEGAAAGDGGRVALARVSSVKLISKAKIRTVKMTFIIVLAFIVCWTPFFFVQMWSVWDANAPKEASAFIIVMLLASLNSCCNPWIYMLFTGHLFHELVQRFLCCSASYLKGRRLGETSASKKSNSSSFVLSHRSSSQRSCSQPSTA
PHOSPHO1 block: blocks human PHOSPHO1 phosphatase activity; Q8TCT1; recombinant PHOSPHO1, absorbance phosphatase assay; inhibition, % at 13.3 µM; 290,000 compounds, 1.1% hits; AID 1565; in the data active = inhibition above about 60%
Target sequence (Q8TCT1 whole entry, looked up): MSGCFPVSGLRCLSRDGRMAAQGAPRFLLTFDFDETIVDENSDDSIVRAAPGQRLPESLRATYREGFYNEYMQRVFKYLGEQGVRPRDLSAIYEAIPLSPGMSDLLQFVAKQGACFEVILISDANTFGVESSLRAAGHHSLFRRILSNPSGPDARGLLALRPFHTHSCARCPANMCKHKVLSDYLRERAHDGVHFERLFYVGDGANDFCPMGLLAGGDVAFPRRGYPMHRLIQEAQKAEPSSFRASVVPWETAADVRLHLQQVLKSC
V1aR counter: V1a receptor agonism, counter-screen for OXTR agonists | activation, % at 3 µM | 320,000 compounds, 0.25% hits | P37288 | CHO-V1R cells, Fluo-8 calcium fluorescence, agonist mode; 0% DMSO, 100% 3 nM vasopressin;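 active = activation above the mean activation of all tested compounds plus 3 SD, per screening run, cut at about 20% in these data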;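 note: signal is peak over basal fluorescence ratio across a 100 second FLIPR read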
Target sequence (P37288 whole entry, looked up): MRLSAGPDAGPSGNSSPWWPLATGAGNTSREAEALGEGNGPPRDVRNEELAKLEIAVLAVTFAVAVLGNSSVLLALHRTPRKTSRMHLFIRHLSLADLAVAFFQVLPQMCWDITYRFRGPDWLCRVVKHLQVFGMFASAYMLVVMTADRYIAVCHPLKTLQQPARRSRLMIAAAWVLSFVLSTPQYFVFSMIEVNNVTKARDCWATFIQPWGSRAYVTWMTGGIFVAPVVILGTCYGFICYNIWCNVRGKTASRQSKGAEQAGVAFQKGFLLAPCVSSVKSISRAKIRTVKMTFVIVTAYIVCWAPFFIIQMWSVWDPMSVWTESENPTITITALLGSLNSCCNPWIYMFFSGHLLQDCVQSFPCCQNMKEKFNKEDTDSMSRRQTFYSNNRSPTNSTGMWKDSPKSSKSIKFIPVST
* marks the source's active call; other numbers are inactive results; nt = not tested or not shown.

SMILES	MEKK2wt PB1 HTS	MEKK3 PB1 HTS	NALP1 yeast inh	MEKK2 mut-MEK5	GalR3 antag	GPR7 antag	OXTR agonist	PHOSPHO1 block	V1aR counter
CC(O)c1nc2ccccc2n1C/C=C/c1ccccc1 (configuration not stated)	93	97	-5	-6	-4	-6	1.9	-3	0.5
CC#CC(=O)NCC1(N(C)Cc2ccccc2)Cc2ccccc2C1	103	105	-23	3	2	-14	-2.1	nt	1.4
Cc1ccc(Cc2c(C)nc3nc(SCC(=O)NCCCN4CCCC4)nn3c2C)cc1	147*	109	16	21	-9	0	-0.7	5	-0.6
COC(=O)c1ccc(C(=O)NC2CCSc3ccccc32)cc1 (configuration not stated)	106	106	-15	6	-8	13	-1.8	33	-0.7
CCCOC(=O)CCNc1n[nH]c(=O)[nH]c1=O	105	99	14	2	-7	7	1.2	-2	0.9
CCCc1[nH]nc2c1C(c1ccc(OC)c(CSC3=NCCS3)c1)C(C#N)=C(N)O2 (configuration not stated)	103	105	4	2	20*	-5	-1.1	-7	0.1
CC(C)(C)c1ccc(N2C(=O)CC(c3ccccc3)C2=O)cc1 (configuration not stated)	101	101	-3	0	-9	0	nt	34	nt
CC(NS(=O)(=O)c1ccccc1)C(=O)NCCc1ccccn1 (configuration not stated)	104	103	15	1	5	-8	0.0	6	0.7
O=C(NCCN1CCCCC1)Nc1ccc(F)cc1F	107	103	8	8	-12	-7	0.2	nt	2.1
CC(CNS(=O)(=O)c1ccccc1)Sc1ncccn1 (configuration not stated)	106	104	-16	3	-4	-5	0.6	24	2.2
COc1ccccc1Nc1nnc(SCC(=O)Nc2cc(C)on2)s1	96	95	-7	-2	-5	-10	-0.7	-11	0.3
CC(C)(C)C(=O)NC1CCN(S(=O)(=O)c2ccc(C(F)(F)F)cc2)CC1	99	103	49	-2	-6	-7	-0.8	-5	1.0
O=C(C1CCCN(Cc2cccs2)C1)N1CCCCCC1 (configuration not stated)	115	111	-6	13	2	-5	1.0	-3	-0.4
CC1(C(=O)N(CC(=O)NC2CCCC2)C2CCCC2)CC(=O)N=C2C=CC=CN21 (configuration not stated)	98	98	9	9	-4	0	1.3	-16	-0.1
CCOc1ccc(NS(=O)(=O)c2ccc3[nH]c(=O)oc3c2)cc1	103	107	0	4	2	-2	-0.5	-14	1.9
O=C1CN(C(=O)NCC(=O)N[C@H](Cc2ccccc2)C(=O)O)c2ccccc2N1	100	102	6	1	4	-1	1.5	8	1.3
C=C(C)Cn1c(=O)c2c(nc3n2CCN3c2cccc(Cl)c2C)n(C)c1=O	115	120	13	5	-3	nt	2.4	21	4.6
CC(=O)NCCC(=O)Nc1ccc(C(N)=O)cc1	95	101	14	-5	4	-6	0.7	4	1.9
C[C@@H]1NC(=O)/C(=C\c2ccccc2Br)NC1=O	102	99	4	2	-2	-19	0.9	18	1.2
Cn1c(=O)[nH]c(=O)c2c1nc(N1CCNCC1)n2Cc1cccc2ccccc12	112	107	10	5	-4	-6	-0.4	48	-0.2
CCc1cc2c(=O)c(-c3ccc4c(c3)OCCO4)coc2cc1OC(=O)c1ccco1	97	101	7	0	-5	-12	0.8	-11	-0.3
FC(F)(F)c1cccc(-c2ccc(-c3csnn3)o2)c1	102	102	0	0	-4	-11	-2.1	20	-1.0
CCCCn1nnnc1NCc1cccnc1	107	112	21	14	4	-2	0.5	-14	0.3
CCCOc1ccc(CNC(=S)Nc2ccccc2)cc1Cl	113	108	-27	11	-11	-16	7.9	1	5.7
Cc1c(Br)c([N+](=O)[O-])nn1CC(=O)N1CCc2ccccc2C1	106	103	21	-2	2	-3	0.4	-7	0.1
CCC1CCc2sc(C(=O)NCc3ccccn3)cc2C1 (configuration not stated)	101	103	2	6	-3	0	-0.9	3	0.8
Cc1cc(C)n2nc(-c3ccc(F)cc3)nc2n1	104	99	4	1	10	0	0.3	9	-0.2
O=C(NCc1ccc(Cl)cc1)C1CCC(CNS(=O)(=O)c2ccccc2)CC1 (configuration not stated)	101	102	3	8	nt	11	3.5	-4	6.5
Cc1nnc2n1N=C(c1ccc(OC(F)F)cc1)C(C)S2 (configuration not stated)	103	103	-4	12	-9	-4	-0.7	13	-0.1
CC(=O)Oc1cccc(NC(=O)c2ccc3c(c2)C(=O)N(CC(C)C)C3=O)c1	107	108	6	11	-7	20	3.3	15	7.7

5 of the compounds above, as a markdown table:
| SMILES | MEKK2wt PB1 HTS | MEKK3 PB1 HTS | NALP1 yeast inh | MEKK2 mut-MEK5 | GalR3 antag | GPR7 antag | OXTR agonist | PHOSPHO1 block | V1aR counter |
| --- | --- | --- | --- | --- | --- | --- | --- | --- | --- |
| CCCOc1ccc(CNC(=S)Nc2ccccc2)cc1Cl | 113 | 108 | -27 | 11 | -11 | -16 | 7.9 | 1 | 5.7 |
| Cc1c(Br)c([N+](=O)[O-])nn1CC(=O)N1CCc2ccccc2C1 | 106 | 103 | 21 | -2 | 2 | -3 | 0.4 | -7 | 0.1 |
| CCC1CCc2sc(C(=O)NCc3ccccn3)cc2C1 (configuration not stated) | 101 | 103 | 2 | 6 | -3 | 0 | -0.9 | 3 | 0.8 |
| Cc1cc(C)n2nc(-c3ccc(F)cc3)nc2n1 | 104 | 99 | 4 | 1 | 10 | 0 | 0.3 | 9 | -0.2 |
| O=C(NCc1ccc(Cl)cc1)C1CCC(CNS(=O)(=O)c2ccccc2)CC1 (configuration not stated) | 101 | 102 | 3 | 8 | nt | 11 | 3.5 | -4 | 6.5 |

(cont.)
SMILES	MEKK2wt PB1 HTS	MEKK3 PB1 HTS	NALP1 yeast inh	MEKK2 mut-MEK5	GalR3 antag	GPR7 antag	OXTR agonist	PHOSPHO1 block	V1aR counter
COc1ccc(C(=O)NC(=S)NC(C)(C)C)cc1Br	102	103	9	3	2	-19	-1.9	22	0.3
CN1CCCC(C(=O)C(C#N)c2ccccc2)C1 (configuration not stated)	105	106	-7	6	-1	-3	2.2	-30	-0.2
CC(=O)Nc1ccc(OCC(=O)NC(C)C(C)C)cc1 (configuration not stated)	100	102	5	1	-2	-1	-0.2	-1	-0.1
CC(C)c1ccc(Nc2nnc(SC3CCOC3=O)s2)cc1 (configuration not stated)	94	103	20	1	-2	2	-1.9	0	-1.3
CCOC(=O)CC1COc2ccccc2N1C(=O)c1ccc(F)cc1 (configuration not stated)	99	100	-21	-3	-2	-9	-2.2	37	-0.1
Cc1onc(-c2ccccc2)c1C(=O)N(Cc1ccco1)Cc1cccs1	88	95	18	-4	-8	-8	nt	10	nt
O=C1CCC(C(=O)N2CCCC(C(=O)c3ccc4c5c(cccc35)CC4)C2)=NN1 (configuration not stated)	100	106	-11	0	-6	-3	-0.9	-2	0.4
O=C(CSc1ncnc2c1oc1ccccc12)Nc1cccc(Cl)c1	99	102	14	0	-3	-3	-0.1	-1	-0.1
CCC(CC)C(=O)N1CCN(Cc2ccc3c(c2)OCO3)CC1	96	92	4	0	-3	7	1.3	8	0.8
O=c1c2ccccc2[nH]c(=S)n1-c1cccc(S(=O)(=O)N2CCCC2)c1	109	107	12	8	-5	-4	1.6	-7	2.0
CCOC(=O)C1CCN(c2c(NCc3ccc(C(=O)NCCOC)cc3)c(=O)c2=O)CC1	105	110	12	5	1	-8	-0.6	16	0.6
O=C(N/N=C/c1cccs1)c1cncc(Br)c1	86	97	0	-7	-4	-1	0.2	24	0.8
COC(=O)c1cc(C(=O)OCC(=O)NC2CCCC2)cc([N+](=O)[O-])c1	104	105	-1	3	-7	-7	-0.5	31	-0.2
O=C(Nc1nccs1)c1ccc(Cl)c(S(=O)(=O)N2CCOCC2)c1	102	94	-3	1	-4	1	-0.5	14	0.8
CCN(CC)C(=O)CSc1nnc(-c2ccncc2)n1N	104	104	13	2	-3	-1	-0.2	-4	0.2
COc1cccc(C(C(=O)NC(C)(C)C)N(CC(C)C)C(=O)CCC(=O)Nc2cc(C)on2)c1OC (configuration not stated)	101	101	-1	1	-5	5	-1.6	28	0.2
CN(CCNC(=O)c1ccc(/C=N/O)nc1)Cc1ccccc1	102	98	8	14	3	-4	-0.2	4	-0.7
CC(Sc1ccccc1)C(=O)N1CCN(S(=O)(=O)c2ccc(Cl)cc2)CC1 (configuration not stated)	97	97	6	0	-9	3	3.2	24	3.0
NCC(=O)Nc1ccc(Cl)cc1C(=O)c1ccc[nH]1	104	92	1	4	-12	8	nt	14	nt
CC(C)OCC(O)CN1CCNCC1 (configuration not stated)	107	107	-9	2	-2	-15	-0.2	46	1.0
COc1ccc(C(=O)NCCc2ccccc2)cc1OC	102	101	20	1	-10	-15	-0.6	8	0.9
COCC(=O)N/N=C/c1ccc(Sc2nc3ccccc3s2)o1	101	102	30	-3	-3	0	16	38	14
CC(C)CC(=O)NC(=S)Nc1ccc(S(=O)(=O)Nc2nccs2)cc1	101	100	29	0	-3	-8	0.0	16	0.6
Cc1ccc(C(=O)O/N=C(\N)Cc2ccc([N+](=O)[O-])cc2)c(Cl)c1	98	101	7	1	-3	-6	-1.0	24	0.2
Cc1c(NC(=O)C(C)OC(=O)CNC(=O)c2ccc(C(C)(C)C)cc2)c(=O)n(-c2ccccc2)n1C (configuration not stated)	92	96	39	-3	-1	8	-0.2	-8	-0.2
CCCCn1c(SCC(=O)N2CCCC2)nc2c1c(=O)n(C)c(=O)n2C	112	106	15	8	-3	-17	0.1	52	1.0
COc1ccccc1CCCNC(=O)C1CCC(=O)N(CCc2ccc(Cl)cc2)C1 (configuration not stated)	80	82	1	-14	-2	-7	-0.4	46	0.6
CSCC[C@H](N)C(=O)N1CCC(C(=O)N[C@H](C(=O)NCc2ccccc2F)C(C)C)CC1	98	100	4	3	1	-8	0.8	23	0.2
Cc1nc2sccn2c(=O)c1S(=O)(=O)NCc1ccccc1	97	101	5	-7	nt	-3	0.7	33	6.8
COc1ccc(Cc2nc(-c3ccc(Br)cc3)no2)cc1	106	106	nt	6	-3	-1	-1.3	30	-0.2
COc1cc2c(cc1OC)C1(CCCC1)CNC2c1cccc([N+](=O)[O-])c1 (configuration not stated)	109	93	10	10	-4	-4	-1.8	-13	-1.1
Cc1c(NC(=O)C(C)OC(=O)c2cccc([N+](=O)[O-])c2)c(=O)n(-c2ccccc2)n1C (configuration not stated)	97	93	20	2	1	-6	0.9	-19	0.5
Cc1[nH]nc2ncc(C(=O)c3ccccc3O)cc12	88	86	-1	-6	2	-5	0.3	12	0.2
Cc1nn(CC(=O)NCC(C)c2ccccc2)c(=O)c2cc(-c3ccccc3)nn12 (configuration not stated)	100	99	6	2	-7	-6	1.2	28	2.8
O=S(=O)(Cc1ccccc1)N1CCN(Cc2ccc(F)cc2Cl)CC1	104	107	-8	2	-2	5	0.1	-5	0.5
CCC(C)[C@H](NC(=O)N1CCn2c1nc1ccccc12)C(=O)NCC1CCCO1 (some centres not stated)	100	103	12	-2	-8	-5	-0.9	15	-0.4
O=C(N/N=C/c1ccccc1O)C(=O)Nc1ccccn1	98	105	-5	-4	-6	-3	1.4	-34	0.3
FC(F)(F)c1cccc(OCCOCCn2cncn2)c1	98	89	13	0	3	1	0.3	4	0.2
Cc1c(NC(=O)CN2C(=O)c3ccccc3C2=O)c(=O)n(-c2ccccc2)n1C	107	108	12	3	0	-4	0.9	16	0.2
Cc1cccc(C(C)C)c1NC(=O)c1cccnc1	106	101	0	0	0	2	-0.1	5	0.1
CC(C)(C)c1ccc(-c2noc(CCC(=O)Nc3cccnc3)n2)cc1	93	99	-3	-4	-10	-15	11	26	12

Screening results as filed in PubChem.

This is a random part of the collection, and some 5.4% of all compounds hit somewhere here.
